RXFP1 antagonist = blocks the human relaxin receptor RXFP1; 350,000 tested, 0.59% active; HEK293-RXFP1, relaxin-stimulated cAMP HTRF, 30 min; hits give low values; activity change, negative = inhibition, % at 57.5 µM;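 active = activity change of -60% or lower, but not beyond a set lower limit; inconclusive = change between -60% and -40%, or beyond the set limit; inactive = change above -40%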; also: % is scaled to controls: 0 for no effect and ±100 for the full control effect
Pol eta inh = DNA polymerase eta (human) inhibition; recombinant Pol eta, fluorescent DNA replication assay; Potency, µM (series often up to 114 µM), without a hit: at the top dose activity change, negative = inhibition, usual class: inhibitors; 390,000 tested, 1.2% active; AID 588591; also: potency is read from the fitted curve at half-maximal effect; % is scaled to controls: 0 for no effect and ±100 for the full control effect
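Pol eta (10 nM) was preincubated with compounds for 15 min at room temperature, after which fluorescent replication substrate (50 nM final) was added to start the reaction. Fluorescence was read kinetically at 0 and 10 min.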
Anesthetic bind = candidate novel general anesthetic via apoferritin binding; Potency, µM (series often up to 77.5 µM), without a hit: at the highest dose activity change, negative = displacement, usual class: inhibitors; 350,000 tested, 0.074% active; apoferritin/1-aminoanthracene competitive binding, fluorescence; P02791; also: potency is read from the fitted curve at half-maximal effect; % is scaled to controls: 0 for no effect and ±100 for the full control effect; nearly all actives have a fitted effect of over 20% in size
Target sequence (P02791 2-175 limits assumed): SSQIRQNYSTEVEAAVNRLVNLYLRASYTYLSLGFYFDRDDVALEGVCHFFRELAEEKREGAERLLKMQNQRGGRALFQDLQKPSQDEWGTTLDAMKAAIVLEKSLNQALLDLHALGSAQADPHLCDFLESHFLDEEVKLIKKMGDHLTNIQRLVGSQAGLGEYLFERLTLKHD
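Horse-spleen apoferritin (10 uM) was mixed with 50% saturated 1-aminoanthracene in PBS, exposed to compounds for 10 min at room temperature, and read for fluorescence (ex 380 nm, em 535 nm). Competitive displacement was fitted with a four-parameter Hill equation.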
APEX1 inh = blocks human APE1 abasic DNA cleavage | recombinant APE1, TAMRA/BHQ-2 abasic DNA cleavage fluorescence | Potency, µM (doses to about 65.8 µM), for inactives: top-dose activity change, negative = inhibition, hits mostly inhibitors | 350,000 tested, 0.35% active | AID 2517;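 also: potency is read from the fitted curve at half-maximal effect; plate controls were vehicle for no effect and reference inhibitor for full effect; nearly all actives have a fitted effect of over 55% in size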
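Kinetic fluorescence read (525 ex/598 em nm, three reads 60 s apart) of AP-site incision; signal = third minus first read. Enzyme 0.75 nM, dual-labelled THF duplex 50 nM, compound preincubation 15 min RT.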
BLM inh = blocks DNA unwinding by human BLM helicase; Potency, µM (highest dose often 56.1 µM), inactives show top-dose activity change, negative = inhibition, most hits filed as inhibitors; AID 2528; 350,000 tested, 0.2% active; recombinant BLM DNA unwinding, fluorescence dequenching; P54132;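 also: potency is read from the fitted curve at half-maximal effect; plate controls were vehicle for no effect and no enzyme for full effect; nearly all actives have a fitted effect of over 35% in size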
Tb PGK inh = T. brucei PGK inhibition | P07378 | PGK/GAPDH coupled, Kinase-Glo luminescence, 60 min | Potency, µM (top dose mostly 57.5 µM), for inactives: at the highest dose activity change, negative = inhibition, hits mostly inhibitors | 380,000 tested, 0.043% active; also: potency is read from the fitted curve at half-maximal effect; % is scaled to controls: 0 for no effect and ±100 for the full control effect; nearly all actives have a fitted effect of over 60% in size
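Luminescent ATP detection (Kinase-Glo Plus) follows a 60-minute room-temperature incubation, with wells lacking PGK as controls. Buffer: 100 mM TEA (pH 7.6), 5 mM MgCl2, 0.01% Tween-20. Coupling enzyme GAPDH (100 nM final) supplies unstable 1,3-BPG in-well.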
POLB inh = DNA polymerase beta (human) inhibition. Potency, µM (highest dose often 114 µM), without a hit: top-dose activity change, negative = inhibition, actives largely listed as inhibitors. 340,000 tested, 1.3% active. P06746. AID 485314. Pol beta primer extension/strand displacement, fluorescence kinetic; also: potency is read from the fitted curve at half-maximal effect; % is scaled to controls: 0 for no effect and ±100 for the full control effect
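Enzyme-only controls used 10 nM Pol beta; buffer lacking enzyme served as negative control. Compound preincubated 15 min, then 50 nM substrate added; 0 and 10 min reads at room temperature.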
Pol iota inh = inhibitors of human DNA polymerase iota. Pol iota fluorescent replication assay, 10 min. Potency, µM (highest dose often 115 µM), without a hit: at the top dose activity, negative = inhibition, actives largely listed as inhibitors. 390,000 tested, 1% active; also: potency is read from the fitted curve at half-maximal effect
Target sequence (Q9UNA4 whole entry, looked up): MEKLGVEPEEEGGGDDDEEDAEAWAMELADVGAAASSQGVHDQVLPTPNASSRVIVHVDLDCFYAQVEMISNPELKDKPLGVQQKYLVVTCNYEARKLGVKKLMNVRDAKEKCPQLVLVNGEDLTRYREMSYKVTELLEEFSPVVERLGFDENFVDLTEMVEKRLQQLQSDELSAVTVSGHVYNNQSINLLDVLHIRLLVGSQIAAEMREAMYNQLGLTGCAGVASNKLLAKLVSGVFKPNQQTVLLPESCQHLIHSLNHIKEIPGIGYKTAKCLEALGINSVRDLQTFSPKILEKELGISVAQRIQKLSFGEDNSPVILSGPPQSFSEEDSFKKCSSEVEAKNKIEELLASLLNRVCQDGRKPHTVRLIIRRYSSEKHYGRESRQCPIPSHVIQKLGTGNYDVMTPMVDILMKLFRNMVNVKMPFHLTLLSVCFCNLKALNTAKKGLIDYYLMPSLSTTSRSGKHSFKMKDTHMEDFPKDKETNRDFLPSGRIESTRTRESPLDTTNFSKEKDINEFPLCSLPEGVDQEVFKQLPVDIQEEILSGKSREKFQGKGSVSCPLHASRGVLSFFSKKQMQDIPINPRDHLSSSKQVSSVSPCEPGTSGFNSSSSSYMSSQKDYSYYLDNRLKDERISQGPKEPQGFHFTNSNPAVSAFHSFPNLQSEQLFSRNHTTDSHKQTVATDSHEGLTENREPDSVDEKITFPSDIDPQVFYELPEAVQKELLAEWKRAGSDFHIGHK
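Fluorescent replication assay read twice, at 0 min and 10 min after adding 50 nM (final) substrate. Enzyme (10 nM) and compounds were first incubated 15 min at room temperature; enzyme-free buffer wells were negative controls.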
POLK inh = blocks human DNA polymerase kappa activity. Q9UBT6. purified Pol kappa, fluorescent DNA synthesis assay, 10 min. Potency, µM (top dose mostly 107 µM), without a hit: top-dose activity, negative = inhibition, most hits filed as inhibitors. 400,000 tested, 0.53% active. AID 588579; also: potency is read from the fitted curve at half-maximal effect; % is scaled to controls: 0 for no effect and ±100 for the full control effect
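Inhibition of 10 nM Pol kappa is measured by a fluorescent read-out at 0 and 10 min following addition of 50 nM substrate (final), with a 15-min room-temperature compound preincubation.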
An asterisk follows results filed as active; & = joins results of further samples; [ ] = remark or other dose. Unless noted, calls follow the shape of the dose curve; as a rule, active = well fitted curve in the direction sought with a large enough effect; inconclusive = small, poorly fitted or top-dose-only effect, or another doubt; inactive = no such curve, though single readings can be large; an effect the other way counts as inactive or inconclusive. Only part of the results is shown; rates above refer to the full screens.

For CC(=O)Nc1ccc(S(=O)(=O)NCC(=O)OCC(=O)N2CCN(c3ccccc3)CC2)cc1 the results were RXFP1 antagonist -20, Pol eta inh -27%, Anesthetic bind -4%, APEX1 inh 2%, BLM inh 3%, Tb PGK inh 0%, POLB inh 49%, Pol iota inh -20% and POLK inh -16%.
`CC(=O)Nc1nc(-c2cccc3ccccc23)cs1` gave RXFP1 antagonist -23, Pol eta inh -9%, Anesthetic bind -14%, APEX1 inh 14%, BLM inh -7%, Tb PGK inh -2%, POLB inh 15%, Pol iota inh -16% and POLK inh -5%.
CN(C)S(=O)(=O)c1cccc(C(=O)Nc2ccccc2C(=O)NC2CC2)c1 was read as RXFP1 antagonist 9, Pol eta inh -10%, APEX1 inh 19%, Tb PGK inh 5%, Pol iota inh 16% and POLK inh -11%.
O=C(/C=C/c1ccco1)Nc1ccc2c(c1)OCCO2 was read as RXFP1 antagonist -9, Pol eta inh -10%, Anesthetic bind -15%, APEX1 inh 4%, BLM inh -6%, Tb PGK inh -7%, POLB inh -6%, Pol iota inh 40%[activator] and POLK inh 4%.
Screening CC(=O)N(C)c1ccc(NC(=O)c2ccco2)cc1 returned RXFP1 antagonist 10, Pol eta inh 0%, Anesthetic bind -4%, APEX1 inh 1%, BLM inh -1%, Tb PGK inh -3%, POLB inh 8%, Pol iota inh 14% and POLK inh -10%.
`CS(=O)(=O)NCCC1=CCCCC1` gave RXFP1 antagonist 6, Pol eta inh 8%, Anesthetic bind inconclusive, APEX1 inh 3%, BLM inh 6%, Tb PGK inh -7%, POLB inh 10%, Pol iota inh 19% and POLK inh -11%.
CC(C)(C)c1ccc(OCC(O)CN2CCc3ccccc3C2)cc1 (stereo not given) was read as RXFP1 antagonist -16, Pol eta inh -18%, Tb PGK inh -8%, Pol iota inh -5% and POLK inh 4%.
Screening Cc1cc(C)cc(C(=O)NCC(=O)NCc2ccc(S(N)(=O)=O)cc2)c1 returned RXFP1 antagonist 0, Pol eta inh -20%, Anesthetic bind -11%, APEX1 inh 35%, BLM inh 0%, Tb PGK inh -2%, POLB inh 2%, Pol iota inh -3% and POLK inh 0%.
For O=S(=O)(NCCc1ccccc1)c1ccc(F)cc1Br the results were Pol eta inh -1%, APEX1 inh -15%, Tb PGK inh -5%, Pol iota inh -5% and POLK inh 3%.
For COc1ccc(S(=O)(=O)NCC2CCC(C(=O)NCC(OC)OC)CC2)cc1 (stereo not given) the results were RXFP1 antagonist -13, Pol eta inh -18%, Anesthetic bind -1%, APEX1 inh -5%, BLM inh 4%, Tb PGK inh 4%, POLB inh -2%, Pol iota inh 67%[activator] and POLK inh -6%.
For C/C(=N\NC(=O)c1cccc(S(=O)(=O)N2CCCC2)c1)c1ccc(F)cc1 the results were RXFP1 antagonist -10, Pol eta inh -8%, APEX1 inh 23%, Tb PGK inh -9%, Pol iota inh -2% and POLK inh -17%.
Cc1ccc(-c2nc3c(c(=O)c4ccccc4n3C)c(=O)n2-c2ccc(F)cc2)cc1 was read as RXFP1 antagonist -15, Pol eta inh -11%, Anesthetic bind -8%, APEX1 inh -1%, BLM inh -1%, Tb PGK inh inactive, POLB inh -22%, Pol iota inh 20% and POLK inh 8%.
Screening C/C(CCN1CCCCc2nc(C)c(C)cc21)=N\O[C@H](C)c1cn([C@H](CO)Cc2ccccc2)nn1 returned Anesthetic bind 8%, APEX1 inh -5%, BLM inh -12% and POLB inh 6%.
O=C/C=C/c1coc2ccc3ccccc3c2c1=O was read as RXFP1 antagonist -6, Pol eta inh -3%, Anesthetic bind -4%, APEX1 inh -5%, BLM inh -3%, Tb PGK inh inactive, POLB inh -1%, Pol iota inh inconclusive and POLK inh -4%.
`Cc1cccc(NC(=O)CSc2c(C)cnc3c2c(=O)n(C)c(=O)n3C)c1C` gave RXFP1 antagonist -5, Pol eta inh -15%, Anesthetic bind -8%, BLM inh 1%, Tb PGK inh 4%, POLB inh 1%, Pol iota inh 12% and POLK inh -6%[60.1 µM].
`COc1ccc(N=C2S/C(=C\c3cc(C)n(C)c3C)C(=O)N2CC(C)C)cc1` gave Pol eta inh -15%, Anesthetic bind inconclusive, APEX1 inh 14%, BLM inh -15%, Tb PGK inh -2%, POLB inh 0%, Pol iota inh -6% and POLK inh -8%.
Screening O=C(NCc1ccccc1)c1cc(-c2cccc(O)c2)on1 returned RXFP1 antagonist -5, Pol eta inh -12%, Anesthetic bind -1%, APEX1 inh -2%, BLM inh -2%, Tb PGK inh 6%, POLB inh 1%, Pol iota inh -6% and POLK inh -4%.
For CCOc1ccc(C2C=C(c3ccccc3)Nc3nnnn32)cc1 (stereo not given) the results were RXFP1 antagonist -9, Pol eta inh -5%, Anesthetic bind 119%[activator], APEX1 inh 11%, BLM inh 0%, Tb PGK inh 7%, POLB inh -1%, Pol iota inh 11% and POLK inh -9%.
Screening CCCC(c1nnnn1CCOC)N1CCN(Cc2ccccc2)CC1 (stereo not given) returned RXFP1 antagonist 13, Pol eta inh 5%, Anesthetic bind 3%, APEX1 inh -1%, BLM inh 1%, Tb PGK inh -5%, POLB inh inconclusive, Pol iota inh -2% and POLK inh -20%.
`Cc1cc(-n2c(C)cc(C(=S)N3CCOCC3)c2C)ccc1Br` gave RXFP1 antagonist 0, Pol eta inh -21%, Anesthetic bind 0%, APEX1 inh -10%, BLM inh -1%, Tb PGK inh -6%, POLB inh 0%, Pol iota inh 17% and POLK inh -16%.

The last 2 compounds of the section before are carried over, then new ones follow.
Screening CCCC(c1nnnn1CCOC)N1CCN(Cc2ccccc2)CC1 (stereo not given) returned RXFP1 antagonist 13, Pol eta inh 5%, Anesthetic bind 3%, APEX1 inh -1%, BLM inh 1%, Tb PGK inh -5%, POLB inh inconclusive, Pol iota inh -2% and POLK inh -20%.
`Cc1cc(-n2c(C)cc(C(=S)N3CCOCC3)c2C)ccc1Br` gave RXFP1 antagonist 0, Pol eta inh -21%, Anesthetic bind 0%, APEX1 inh -10%, BLM inh -1%, Tb PGK inh -6%, POLB inh 0%, Pol iota inh 17% and POLK inh -16%.
`COc1ccccc1C1CCN(C(=O)c2cccc([N+](=O)[O-])c2)CC1` gave RXFP1 antagonist 2, Pol eta inh -6%, Anesthetic bind -4%, APEX1 inh -2%, BLM inh -1%, Tb PGK inh -3%, POLB inh 1%, Pol iota inh 56%[activator] and POLK inh 3%.
For O=C(NC(C(=O)N/N=C/c1ccncc1)c1n[nH]c(=O)c2ccccc12)c1ccccc1 (stereo not given) the results were RXFP1 antagonist -9, Pol eta inh -4%, Anesthetic bind 0%, APEX1 inh inconclusive, BLM inh 0%, Tb PGK inh 7%, POLB inh 40%, Pol iota inh 57%[activator] and POLK inh -6%.
For CSCCC(C(=O)OC1CCOC1=O)N1C(=O)c2ccccc2C1=O (stereo not given) the results were RXFP1 antagonist -7, Pol eta inh 35µM*, Anesthetic bind -6%, APEX1 inh -7%, BLM inh -13%, Tb PGK inh -3%, POLB inh -22%, Pol iota inh inconclusive and POLK inh inconclusive.
For CCCCn1c(N)c(N(CCOC)C(=O)COC(=O)C(C)(C)Oc2ccc(Cl)cc2)c(=O)[nH]c1=O the results were RXFP1 antagonist -11, Pol eta inh -9%, APEX1 inh 22%, Tb PGK inh inactive, Pol iota inh 22% and POLK inh -11%.
Screening Cc1cc(C)n(-c2nc3ccccc3nc2N2CCN(S(=O)(=O)c3cccc(C#N)c3)CC2)n1 returned RXFP1 antagonist -4, Pol eta inh -2%, Anesthetic bind -5%, APEX1 inh 4%, BLM inh -8%, Tb PGK inh -5%, POLB inh 10%, Pol iota inh 52%[activator] and POLK inh -9%.
Screening O=C(NCC1COc2ccccc2O1)C1C2C=CC3(CN(Cc4ccccc4Cl)C(=O)C13)O2 (stereo not given) returned RXFP1 antagonist -2, Pol eta inh -2%, Anesthetic bind -3%, APEX1 inh -1%, BLM inh -5%, Tb PGK inh 3%, POLB inh 13%, Pol iota inh inconclusive and POLK inh -5%.
Screening COC(=O)C1(C)NC(c2ccc(O)cc2)C2C(=O)N(c3ccccc3)C(=O)C21 (stereo not given) returned RXFP1 antagonist 1, Pol eta inh 0%, Anesthetic bind -6%, APEX1 inh -9%, BLM inh -3%, Tb PGK inh 7%, POLB inh 3%, Pol iota inh -12% and POLK inh -18%.
For O=[N+]([O-])c1ccc(S(=O)(=O)Nc2ccncc2)cc1 the results were RXFP1 antagonist -3, Pol eta inh -5%, Anesthetic bind 1%, APEX1 inh 17%, BLM inh -14%, Tb PGK inh 6%, POLB inh -14%, Pol iota inh 14% and POLK inh -8%.
Screening Cc1nc2ccc(Br)cn2c1C(=O)N/N=C\c1ccccc1[N+](=O)[O-] returned RXFP1 antagonist -6, Pol eta inh -16%, Anesthetic bind -3%, APEX1 inh inconclusive, BLM inh 0%, Tb PGK inh -1%, POLB inh 9%, Pol iota inh 52%[activator] and POLK inh -8%.
Screening COc1ccc(-n2nc3c(c2NC(=O)c2ccccc2S(=O)(=O)C(F)F)CS(=O)(=O)C3)cc1 returned RXFP1 antagonist -9, Pol eta inh -15%, Anesthetic bind -9%, APEX1 inh 11%, BLM inh -3%, Tb PGK inh -1%, POLB inh 13%, Pol iota inh 42%[activator] and POLK inh -8%.
`CC1(C)C[C@@H]1C(=O)N/C(=C\CCCCSC[C@H](N)C(=O)O)C(=O)O` gave Pol eta inh -15%, APEX1 inh 47%&6%[activator], BLM inh 3%, Tb PGK inh 4%, Pol iota inh 19% and POLK inh 1%[19.4 µM].
O=C(COc1ccccc1)Nc1nc(-c2ccncc2)cs1 was read as RXFP1 antagonist -4, Pol eta inh 7%, Anesthetic bind 8%, APEX1 inh -9%, BLM inh -4%, Tb PGK inh -2%, POLB inh 3%, Pol iota inh 9% and POLK inh -10%.
Cc1sc2ncnc(NCC(C)(C)N3CCOCC3)c2c1C was read as RXFP1 antagonist -1, Pol eta inh -11%, Anesthetic bind -3%, APEX1 inh 2%, BLM inh 2%, Tb PGK inh -2%, POLB inh 4%, Pol iota inh 8% and POLK inh -12%.
For CN(CC(=O)Nc1ccccc1C(=O)Nc1ccccc1)C1CCCCC1 the results were RXFP1 antagonist 1, Pol eta inh -25%, APEX1 inh 35%, Tb PGK inh -9%, Pol iota inh 31%[activator] and POLK inh -2%.

Source: PubChem
